Assay outcomes from PubChem.
MCL1-BIM inh: MCL1-BIM-BH3 interaction inhibition (human) | hit rate 0.68% among 320,000 | inhibition, % at 10.9 µM | AID 2057 | GST-MCL1 / FITC-Bim-BH3 fluorescence polarization | Q07820;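 active means inhibition above the mean inhibition of all tested compounds plus 3 SD, set per campaign, cut at about 40% in these data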;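 further: 0% = DMSO wells and 100% = unlabeled Bim-BH3 peptide control; higher means more loss of mP so more displacement of Bim peptide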
Target sequence (Q07820 whole entry, looked up): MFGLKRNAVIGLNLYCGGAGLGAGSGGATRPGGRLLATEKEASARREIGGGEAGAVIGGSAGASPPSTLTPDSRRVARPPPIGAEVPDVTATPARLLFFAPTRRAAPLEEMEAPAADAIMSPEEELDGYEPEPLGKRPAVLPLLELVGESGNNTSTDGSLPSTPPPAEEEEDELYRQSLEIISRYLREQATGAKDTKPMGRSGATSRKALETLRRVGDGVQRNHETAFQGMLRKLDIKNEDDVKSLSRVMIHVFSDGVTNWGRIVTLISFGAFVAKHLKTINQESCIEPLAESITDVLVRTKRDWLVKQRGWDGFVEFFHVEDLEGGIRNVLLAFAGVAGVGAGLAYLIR
Bcl-xL primary: blocks human Bcl-xL binding to Bim BH3 peptide; hit rate 0.7% among 320,000; GST-Bcl-xL / FITC-Bim BH3 peptide fluorescence polarization; inhibition, % at 10.9 µM; Q07817;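 active means inhibition above the mean of all tested compounds plus 3 SD, cutoff set per campaign, cut at about 30% in these data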;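 further: 0% = DMSO wells and 100% = unlabeled Bim-BH3 peptide competitor; inhibitors lower millipolarization by displacing the labeled peptide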
Target sequence (Q07817 whole entry, looked up): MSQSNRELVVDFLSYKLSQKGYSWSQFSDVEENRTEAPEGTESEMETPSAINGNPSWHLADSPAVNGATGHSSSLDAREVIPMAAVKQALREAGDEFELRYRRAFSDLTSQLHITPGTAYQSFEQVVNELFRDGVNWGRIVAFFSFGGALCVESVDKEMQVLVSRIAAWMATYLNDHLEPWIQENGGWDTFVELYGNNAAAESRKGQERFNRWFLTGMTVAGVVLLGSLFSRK
Fam108B inh: blocks mouse Fam108B hydrolase in RBBP9 counter-screen; recombinant Fam108B, FP-Rh probe fluorescence polarization; inhibition, % at 9.51 µM; hit rate 0.33% among 300,000; AID 1947;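 active means inhibition above the screen mean inhibition plus 3 SD, computed separately per campaign, cut at about 18% in these data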;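 further: inhibitors lower polarization as less probe binds the enzyme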
PAFAH1B2 inh: inhibitors of human PAFAH1B2; inhibition, % at 3.39 µM; hit rate 1.2% among 340,000; recombinant PAFAH1B2, FP-rhodamine activity probe, fluorescence polarization;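 active means inhibition above the mean of all tested compounds plus 3 SD, cut at about 24% in these data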;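 further: 0% = enzyme with DMSO and 100% = wells lacking PAFAH1B2; many of its hits are not listed in these tables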
pPAFAH inh: inhibitors of human plasma PAF acetylhydrolase (pPAFAH) | Q13093 | recombinant pPAFAH, FP-rhodamine probe fluorescence polarization | inhibition, % at 3.39 µM | hit rate 1.5% among 330,000 | AID 463082;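 active means inhibition above the mean inhibition across the screen plus 3 SD, cut at about 25% in these data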;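 further: inhibitors block binding of the rhodamine activity-based probe so polarization drops; 0% = enzyme with DMSO and 100% = wells lacking pPAFAH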
MEX-5 binding: C. elegans MEX-5 TCR-2 RNA binding activity; hit rate 0.38% among 300,000; Q9XUB2; MEX-5/FITC-TCR2 RNA binding, fluorescence polarization; hits give low values; activity score (negative = inhibition of binding), % at 10 µM;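 active means inhibition past about -25% in most replicates, and total fluorescence under double the plate's negative control median, limit read from the data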;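 further: 0% = DMSO and -100% = 5 µM competing unlabeled TCR2 RNA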
AHR activator: human AHR activation; P35869; AHR-responsive luciferase reporter cells, luminescence; activation, % at 5 µM; hit rate 2.5% among 320,000; in the data active means activation above about 47%;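 further: 0% = vehicle wells and 100% = reference agonist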
PME-1 primary: PME-1 (human) inhibition. inhibition, % at 5.9 µM. recombinant PME-1, FP-Rh probe fluorescence polarization. hit rate 0.53% among 320,000. AID 2130. Q9Y570;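 active means inhibition above the campaign mean of all compounds plus 3 SD, cut at about 26% in these data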;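 further: competitive labeling of PME-1 active site by serine hydrolase directed probe; 0% = PME-1 with DMSO and 100% = wells lacking PME-1 enzyme; inhibitors block probe labeling so polarization falls and inhibition rises; many of its hits are not listed in these tables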
Target sequence (Q9Y570 whole entry, looked up): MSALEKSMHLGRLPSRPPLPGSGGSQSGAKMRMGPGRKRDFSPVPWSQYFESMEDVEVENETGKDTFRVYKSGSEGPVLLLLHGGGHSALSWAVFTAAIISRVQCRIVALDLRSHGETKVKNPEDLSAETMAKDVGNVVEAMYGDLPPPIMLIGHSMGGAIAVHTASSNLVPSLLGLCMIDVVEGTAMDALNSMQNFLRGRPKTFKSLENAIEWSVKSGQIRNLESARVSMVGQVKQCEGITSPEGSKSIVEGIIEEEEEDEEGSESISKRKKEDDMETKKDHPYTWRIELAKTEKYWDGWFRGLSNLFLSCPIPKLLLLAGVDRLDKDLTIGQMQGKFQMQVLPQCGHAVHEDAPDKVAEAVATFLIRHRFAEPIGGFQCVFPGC
GLD-1 RNA inh: GLD-1-TGE RNA interaction inhibition (C. elegans). Q17339. purified GLD-1 + fluorescein TGE RNA, fluorescence polarization. inhibition, % at 5.96 µM. hit rate 0.44% among 320,000;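 active means percent inhibition above a per-plate cutoff, the plate mean of test compounds plus 3 SD, cut at about 30% in these data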;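 further: 0% = DMSO wells with GLD-1 and probe and 100% = wells lacking GLD-1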
Starred values were filed as active, the others as inactive; · = not tested or not shown. The list is partial (hit frequency here may not be typical).

SMILES	MCL1-BIM inh	Bcl-xL primary	Fam108B inh	PAFAH1B2 inh	pPAFAH inh	MEX-5 binding	AHR activator	PME-1 primary	GLD-1 RNA inh
O=C(CC(c1ccccc1)c1ccccc1)Nc1ccc(Cl)cn1	6	3	9	3	-2	-1.0	3	0	-1
Cc1ccc2nc3n(c2c1)CCCN3	1	-1	0	0	8	-1.0	8	5	2
Cc1ccc(N(CC(=O)N=Nc2c(O)[nH]c3ccccc23)S(C)(=O)=O)c(C)c1	1	3	-2	2	4	-2.2	-2	1	1
c1ccc2c(c1)Cn1nc(Cc3nc4c(s3)CCCC4)nc1-2	11	5	4	5	8	-1.2	12	-3	2
CCOC(=O)Nc1ccc2c(c1)N(C(=O)CCN(C)C)c1ccccc1CC2	6	1	2	5	4	-0.1	1	-5	14
Cc1cc(C)cc(OCC(O)CN2CCN(C(=O)c3ccco3)CC2)c1 (stereo unspecified)	1	-1	0	1	5	-0.6	3	-4	6
CC(C)Cc1nnc(NS(=O)(=O)Cc2ccccc2)s1	-9	-4	-1	2	1	0.4	5	-11	5
CCc1ccccc1NC(=O)CCC(=O)N1CCSc2ccccc21	0	-1	1	6	-3	0.4	3	-1	-3
O=C(CSc1nnc2scc(-c3ccc(Cl)cc3)n12)NCc1ccco1	0	-8	3	6	2	2.1	1	6	-3
CCCCn1c(N)c(N(CC(C)C)C(=O)c2ccc(N(C)S(=O)(=O)c3ccc(C)cc3)cc2)c(=O)[nH]c1=O	1	-2	2	-2	2	-1.9	-1	-1	12
CC(C)CC(=O)N1CC(=O)Nc2ccc(F)cc2C1c1ccccc1 (stereo unspecified)	-1	4	1	1	1	1.6	0	7	-4
CCOC(=O)COc1cccc2c(=O)n(CC(=O)NCCc3ccccc3)ccc12	1	0	-3	4	-2	0.0	-1	-2	3
CCOC(=O)C1CCN(c2cc(C)nc3ccc(OC)cc23)CC1	4	3	2	3	3	0.4	1	0	1
O=C(Cn1c(C(F)(F)F)nc2ccccc21)c1ccc(Cl)cc1	-12	-4	-1	-4	-2	-2.9	-3	-1	-22
CC(=O)NNc1ncnc2c1cnn2-c1ccc(C)c(C)c1	5	-1	1	3	6	-0.8	10	3	3
O=C1c2ccccc2NC(c2ccc(O)cc2)N1Cc1ccco1 (stereo unspecified)	1	-1	5	4	-3	3.1	0	-4	0
CN(Cc1ccccc1)S(=O)(=O)c1ccc(N2CCCC2=O)cc1	-1	2	·	3	5	·	0	6	4
O=C(c1sc2ccccc2c1Cl)N(Cc1ccccc1)C1CCS(=O)(=O)C1 (stereo unspecified)	-1	-4	-2	7	5	0.2	1	5	0
C=C1CCC2[C@](C)(CO)[C@H](O)CC[C@@]2(C)[C@@H]1C/C=C1\C(=O)OC[C@H]1O (stereo partly specified)	5	7	1	1	-6	-0.1	1	2	11
CN(C)S(=O)(=O)c1ccc(Cl)c(NC(=O)C2CCN(S(=O)(=O)c3cccs3)CC2)c1	-2	0	·	-3	1	·	-1	5	1
COc1ccc(C(=O)Nc2ccc(NC(=O)c3ccccc3)cc2)cc1S(=O)(=O)N1CCOCC1	-4	1	-3	0	5	-2.2	-4	-8	2
CCOC(=O)C1=NOC2C3CC(C12)C1C(=O)N(CCc2ccc(OC)c(OC)c2)C(=O)C31 (stereo unspecified)	6	6	0	4	6	-1.2	1	1	2
O=C(O)c1ccccc1N=Nc1ccc(O)cc1	64*	58*	0	1	3	-19	-1	1	39*
O=C(Cn1cc(SCc2ccc(F)cc2)c2ccccc21)N1CCOCC1	4	10	4	5	12	-2.0	6	0	8
CC(C)CC(=O)NC(=S)Nc1ccc(N2CCN(C(=O)c3cccs3)CC2)cc1	9	9	0	0	14	0.8	-2	0	0
Cc1cc(=O)oc2c3c(cc(OCC(=O)NCc4ccccn4)c12)OC(C)(C)CC3	9	7	-2	5	15	2.3	5	7	7
CN(C)Cc1nc2c(c(=O)[nH]1)C(C)(C)Cc1ccccc1-2	5	-3	8	2	1	-5.0	2	1	6
COc1c2ccc(C(=O)NCCCCc3ccccc3)cc2nn1C	0	0	1	3	6	0.4	13	8	0
COc1cc(/C=C2\SC(=S)N(N3CCOCC3)C2=O)ccc1O	-5	0	-21	-14	-13	-2.1	1	-75	-10
O=C(Nc1cc(C(F)(F)F)ccc1N1CCOCC1)c1c(F)c(F)c(F)c(F)c1F	2	5	1	-2	-5	4.2	0	2	10
O=C(CCc1ccccc1)N=C1SC2CS(=O)(=O)CC2N1Cc1ccccc1 (stereo unspecified)	-3	-1	1	4	4	1.6	0	9	2
O=C(Nc1ccccc1C(=O)N1CCOCC1)c1cc2ccccc2o1	-4	2	3	2	0	-0.9	9	-2	6
CC1(C)CC(=O)CC(=Nc2ccc3[nH]c(=O)[nH]c3c2)C1	0	2	3	5	3	1.2	-1	4	3
COc1cccc(NC(=O)CNC(=O)c2ccc(OC)c(OC)c2)c1	1	5	5	3	7	0.2	7	-5	-3
COc1ccccc1Nc1cc(C(=O)N2CCc3ccccc3C2)c2ccccc2n1	2	-1	4	·	3	0.7	64*	10	2
COc1ccc(C2=NS(=O)(=O)N(C)C(C(=O)N3CCOCC3)=C2)cc1OC	-3	-4	-6	1	3	-0.4	6	-4	2
O=C(Nc1cc(Cl)ccc1N1CCOCC1)c1cc2ccccc2o1	5	-2	1	0	-3	2.1	19	-3	-1
CC(C)(C)OC(=O)[C@H](Cc1ccccc1)NC(=O)c1[nH]cnc1C(=O)N[C@@H](Cc1ccccc1)C(=O)OCc1ccccc1	-11	-6	-16	-3	-9	3.6	4	-10	5
COC(=O)C(C(=O)Nc1ccccc1C)C1CCCC1 (stereo unspecified)	9	4	8	10	-8	0.9	7	0	-6
CC1CC(C)CN(C(=O)C2CCC(CNc3c(N4CCCCC4)c(=O)c3=O)CC2)C1 (stereo unspecified)	2	-1	-1	5	2	-0.3	1	-7	1
Cc1ccc(C)n1-c1cccc(NC(=O)c2ccccc2)c1	-6	-3	0	-4	5	-1.9	16	2	-4
CCOC(=O)COc1ccc2ccccc2c1/C=C/[N+](=O)[O-]	8	4	3	3	5	1.4	8	3	6
CCCCN(C(C)=O)C1CC(=O)N(c2ccc(OCCC)cc2)C1=O (stereo unspecified)	13	11	4	5	6	-2.1	-1	-2	5
O=C(COC(=O)c1oc2ccccc2c1COc1ccccc1)NCCN1C(=O)CSC1=O	0	1	1	5	5	-2.3	2	0	3
Cc1ccc(CNS(=O)(=O)c2ccc3c(c2)C(C)(C)C(=O)N3C)cc1	1	1	-1	8	0	-1.8	1	1	5
CC(C)NC(=O)c1cc(-c2ccco2)on1	3	1	2	-5	9	-3.1	1	0	7
CC(=O)Nc1ccc(-c2nnc(SCC(=O)NCc3ccco3)n2C)cc1	-32	-29	7	1	2	·	-1	0	5
Cc1ccc(C)c(N2CCN(S(=O)(=O)c3ccc4c(c3)OCCO4)CC2)c1	2	5	-1	-4	2	0.0	-2	-3	-1
CSc1ccccc1C(=O)NC1CCSc2ccccc21 (stereo unspecified)	-6	-3	-2	4	7	-1.8	12	4	1
COc1ccc(N(Cc2cc3ccccc3[nH]c2=O)S(C)(=O)=O)cc1	-2	-1	2	4	0	1.8	13	-7	1
(list continues)
SMILES	MCL1-BIM inh	Bcl-xL primary	Fam108B inh	PAFAH1B2 inh	pPAFAH inh	MEX-5 binding	AHR activator	PME-1 primary	GLD-1 RNA inh
C/C(=N/NC(=O)Cc1c(C)[nH][nH]c1=O)c1ccc(O)cc1	6	3	1	4	3	-0.9	0	-6	6
Cc1nn(Cc2ccc(Cl)cc2)c2sc(C(=O)O)cc12	4	4	-2	·	-5	-3.7	12	-6	-3
CCOC(=O)c1ccc(NC(=O)CN2C(=O)CCC2=O)cc1	-4	-1	-2	6	-6	-3.8	9	-9	3
O=C(O)c1ccccc1C(=O)NC1=NN(c2ccccc2)CC1	-1	9	-1	2	5	0.0	2	-3	-6
CCC1CCCCN1CCCNC(=O)C1CCN(c2nnc(-n3cccc3)s2)CC1 (stereo unspecified)	1	-3	-1	5	1	-3.4	2	0	1
CCOC(=O)CN(C(=O)CSc1nnc(CNc2ccc(C)cc2C)o1)c1ccccc1	1	-1	2	4	5	1.6	3	6	6
CCN(CC)S(=O)(=O)c1ccc(C(=O)Oc2ccc3c(c2)OCO3)cc1	4	7	1	3	5	1.6	3	1	-3
CC1=C(C(=O)Nc2ccccc2)C(c2ccc3c(c2)OCO3)C2=C(CCCC2=O)N1 (stereo unspecified)	2	2	5	2	0	-0.3	8	7	2
O=C(NC1CCCCCC1)c1nc2ncccn2n1	4	5	1	3	2	-1.6	2	3	6
CCOCCCNc1ccc(N2C(=O)CCCC2=O)cc1[N+](=O)[O-]	-2	4	2	3	0	2.1	1	-2	2
N#Cc1cccc(NC(=O)CNc2cccc(S(=O)(=O)N3CCCC3)c2)c1	1	6	1	2	2	-0.8	6	3	0
COc1cc2c(C(=O)N3CCN(c4ccccc4F)CC3)cn(C)c(=O)c2cc1OC	15	0	3	0	-1	-2.3	2	2	5
CCOc1ccc(OCCOCCOc2ccccc2Cl)cc1	-12	-1	-5	4	2	1.1	8	-2	5
CC(=O)Nc1ccc(S(=O)(=O)N2CCN(C3CCCCCCC3)CC2)cc1	4	-1	1	1	-5	-1.3	-1	-6	0
O=C(CS(=O)CC(=O)Nc1ccccc1-c1ccccc1)Nc1ccc(F)cc1 (stereo unspecified)	3	2	-2	5	4	-1.1	0	-3	2
O=C(Nc1ccccc1)C1=C[C@H](c2ccccc2)C[C@H](OCc2ccc(CO)cc2)O1	9	10	-1	-5	2	1.5	14	-5	1
COc1cccc(-c2ccc3c(c2)S(=O)(=O)c2cccc(C(=O)O)c2C3=O)c1OC	3	5	·	2	17	·	-3	4	10
Cc1ccc(/C=N/NC(=O)CSc2nc3nc(C)cc(C)n3n2)cc1	0	6	1	3	-3	0.1	12	-7	1
N=c1c(C(=O)NC2CCCCC2)cc2c(=O)n3ccccc3nc2n1CCc1ccccc1	7	11	2	1	11	-26*	-6	4	1
COc1ccc(C2=Nc3cc(C)ccc3OC2)cc1	-1	10	0	-1	9	-4.0	30	-4	4

3 entries already listed, sorted by their value in AHR activator, falling.
SMILES	AHR activator
O=C(Nc1ccccc1)C1=C[C@H](c2ccccc2)C[C@H](OCc2ccc(CO)cc2)O1	14
Cc1ccc(/C=N/NC(=O)CSc2nc3nc(C)cc(C)n3n2)cc1	12
O=C(CS(=O)CC(=O)Nc1ccccc1-c1ccccc1)Nc1ccc(F)cc1 (stereo unspecified)	0

Continued.
SMILES	MCL1-BIM inh	Bcl-xL primary	Fam108B inh	PAFAH1B2 inh	pPAFAH inh	MEX-5 binding	AHR activator	PME-1 primary	GLD-1 RNA inh
COc1cc(N2Cc3ccccc3C2)ccc1C=O	8	4	0	1	16	1.1	12	0	0
COC(=O)c1ccccc1NC(=O)COC(=O)c1ccco1	9	6	1	1	1	-3.6	0	0	-1
CCC12CN(S(=O)(=O)c3ccc(C)cc3)CC(CC)(CN(S(=O)(=O)c3ccc(C)cc3)C1)C2=O	2	4	-4	1	5	1.7	-2	1	6
O=C1C(NS(=O)(=O)c2cccs2)=C(N2CCN(c3cccc(Cl)c3)CC2)C(=O)c2ccccc21	26	26	10	11	9	-0.3	28	3	14
O=C(COC(=O)Cc1ccccc1F)Nc1ccc(SC(F)F)cc1	-12	-2	1	0	26*	-1.1	1	-12	1
O=c1c(Br)c(N2CCCC2)cnn1-c1ccccc1	1	6	5	0	5	3.5	-5	0	-2
